CSN inh: CSN deneddylation inhibition | AID 651999 | inhibition, % at 12.5 µM | Purified CSN, SCF-Nedd8-OG deneddylation, fluorescence polarization | 360,000 compounds, 0.38% hits;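 active means pattern-corrected inhibition above about 35%, with an unprinted fluorescence ratio check between 0.5 and 1.5, limit read from the data, passing the limit was not always enough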;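 further: 0% = enzyme with substrate and 100% = substrate without enzyme; some results filed as inactive read as strong as hits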
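Test system: Human Csn5 produced in HEK293T cells | Compound: 12.5 µM single point | Times: 90 min, room temperature | Signal: Fluorescence polarization readout | Read-out basis: % inhibition of substrate cleavage by Csn5 | Controls: no-enzyme wells high, enzyme-with-substrate wells low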
LMPTP block: blocks human LMPTP phosphatase; 360,000 compounds, 0.22% hits; AID 651560; recombinant LMPTP-A, OMFP fluorogenic substrate, fluorescence intensity; inhibition, % at 20 µM;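 active means compounds that cut the enzyme signal by at least half of the control window in the single-dose screen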;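 further: plate controls were DMSO wells with enzyme plus substrate for no effect and substrate without enzyme for full effect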
Target sequence (P24666 whole entry, looked up): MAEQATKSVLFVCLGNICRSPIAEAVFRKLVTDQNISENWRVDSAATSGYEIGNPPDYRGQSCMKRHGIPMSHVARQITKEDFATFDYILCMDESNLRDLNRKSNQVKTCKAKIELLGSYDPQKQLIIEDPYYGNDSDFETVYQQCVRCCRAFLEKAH
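material = LMPTP-A | quantity = 0.625 nM enzyme | reagent = OMFP substrate, 400 µM final | buffer or medium = Bis-Tris pH 6.0, DTT, detergent | detection = endpoint fluorescence intensity from OMFP dephosphorylation | dosing = single 20 µM dose | read-out basis = % inhibition relative to no-enzyme and uninhibited control wells | control set = no-enzyme and uninhibited controls | timing = 50 min at room temperature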
DNMT1 inh: DNMT1 (human) enzyme inhibition; P26358; DNMT1 molecular beacon, Hinp1I cleavage, fluorescence; inhibition (reported as % activation of signal), % at 10 µM; 360,000 compounds, 0.83% hits; in the data active means inhibition above about 50%
Rpn11 block: Rpn11 (human) deubiquitinase inhibition. 360,000 compounds, 0.59% hits. AID 588493. O00487. human 26S proteasome, Ub4-pepOG fluorescence polarization; 20S core pre-blocked with epoxomicin. calls only at 20 µM;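 active means inhibition at 20 µM, scaled to each plate's controls, above about 33%, limit read from the data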
MsrA inhibitor: inhibitors of bovine MsrA; inhibition, % at 15.5 µM; purified bovine MsrA, absorbance read-out; 360,000 compounds, 0.75% hits; in the data active means inhibition above about 4.5%;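 further: 0% = vehicle wells with enzyme and 100% = reference inhibitor wells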
STEP block: blocks human striatal-enriched tyrosine phosphatase; 360,000 compounds, 0.25% hits; inhibition, % at 20 µM; AID 588621; recombinant STEP, OMFP fluorogenic substrate, fluorescence;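 active means inhibition at 20 µM, scaled per plate between control wells, above about 37%, limit read from the data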;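 further: 0% = DMSO with enzyme and substrate and 100% = substrate only without enzyme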
Target sequence (P54829 whole entry, looked up): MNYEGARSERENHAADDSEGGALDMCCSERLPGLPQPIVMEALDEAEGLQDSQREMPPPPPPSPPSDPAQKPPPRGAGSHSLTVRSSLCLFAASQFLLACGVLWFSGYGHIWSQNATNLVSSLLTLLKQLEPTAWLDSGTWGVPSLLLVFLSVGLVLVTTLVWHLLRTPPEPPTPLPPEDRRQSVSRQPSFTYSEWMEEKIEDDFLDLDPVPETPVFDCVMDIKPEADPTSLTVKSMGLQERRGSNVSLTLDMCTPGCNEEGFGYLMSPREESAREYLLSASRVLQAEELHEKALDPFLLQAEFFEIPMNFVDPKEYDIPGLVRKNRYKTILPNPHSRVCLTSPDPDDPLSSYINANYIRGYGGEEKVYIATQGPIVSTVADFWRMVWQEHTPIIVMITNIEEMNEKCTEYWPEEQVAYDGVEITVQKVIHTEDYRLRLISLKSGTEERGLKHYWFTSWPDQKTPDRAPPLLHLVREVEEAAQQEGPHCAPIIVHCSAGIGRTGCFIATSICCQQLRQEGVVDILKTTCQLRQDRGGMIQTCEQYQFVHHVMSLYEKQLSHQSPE
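Assay system: isolated STEP enzyme. Buffer or medium: pH 6.0 Bis-Tris with DTT and Tween 20. Also added: fluorogenic phosphatase substrate OMFP at 25 µM final. Dosing: 20 µM, 1% DMSO. Timing: 20 min reaction, room temperature, in the dark. Measured by: fluorescence intensity, excitation 480 nm, emission 540 nm. Evaluation: normalized % inhibition.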
Scp1 inh: Scp-1 (human) phosphatase inhibition | Q9GZU7 | 340,000 compounds, 0.88% hits | inhibition, % at 20 µM | Recombinant Scp1, phosphopeptide, malachite green phosphate absorbance;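 active means inhibition above about 50% at 20 µM, limit read from the data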;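 further: plate controls were DMSO wells with enzyme for no effect and wells lacking enzyme for full effect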
Target sequence (Q9GZU7 76-261 limits assumed): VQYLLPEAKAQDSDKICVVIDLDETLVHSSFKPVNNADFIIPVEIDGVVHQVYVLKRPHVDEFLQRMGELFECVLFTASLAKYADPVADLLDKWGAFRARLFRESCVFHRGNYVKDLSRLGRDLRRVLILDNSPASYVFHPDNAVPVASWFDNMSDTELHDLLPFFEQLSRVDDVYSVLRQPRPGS
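Test system: SCP-1 catalytic domain; Buffer or medium: Acidic Tris acetate buffer with magnesium and detergent; Also added: Phosphorylated 17-residue peptide substrate; Compound: single 20 µM dose, 1% DMSO; Schedule: enzyme reaction 45 min at room temperature, colour 5 min, stabilisation 30 min; Signal: Phosphate-binding colour reagent, absorbance read at 630 nm.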
SUMO1 PPI mod: alters human SUMO1 binding to SIM partners; P63165; SUMO1 binding to a labelled peptide, TR-FRET, 1 h; inhibition, % at 20 µM; 360,000 compounds, 0.33% hits; AID 602429; in the data active means inhibition above about 37%
Target sequence (P63165 whole entry, looked up): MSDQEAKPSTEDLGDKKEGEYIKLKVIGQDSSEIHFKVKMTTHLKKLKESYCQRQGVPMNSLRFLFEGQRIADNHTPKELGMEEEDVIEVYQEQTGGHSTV
TbMetRS inhib: Trypanosoma brucei MetRS inhibition | purified T. brucei MetRS, ATP depletion, Kinase-Glo luminescence | inhibition, % at 11.9 µM | 360,000 compounds, 0.4% hits | AID 624268;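 active means inhibition above a per-plate cutoff of the control wells' mean inhibition plus 3 SD, cut at about 5.5% in these data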;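 further: 0% = DMSO wells median and 100% = median of wells with control inhibitor compound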
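System: purified T. brucei MetRS enzyme / Detection: Kinase-Glo luciferase luminescence reporting remaining unconsumed ATP / Medium: HEPES buffer with MgCl2, KCl, DTT, spermine, BSA, pyrophosphatase / Replication: singlicate, one well per compound / Evaluation: percent inhibition relative to median high and low control wells / Schedule: 2 h aminoacylation at 25 °C after 15 min preincubation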
NadD block: blocks S. aureus nicotinate mononucleotide adenylyltransferase | inhibition, % at 20 µM | purified NadD enzyme, colorimetric absorbance read-out | 360,000 compounds, 0.78% hits; in the data active means inhibition above about 26%; further: some compounds past the cut are filed as inactive
Numbers without * were called inactive; i = inactive; . = not tested or not shown.

item	molecule	CSN inh	LMPTP block	DNMT1 inh	Rpn11 block	MsrA inhibitor	STEP block	Scp1 inh	SUMO1 PPI mod	TbMetRS inhib	NadD block
1	CCOc1ccc(C(=O)N2CCCN(C(=O)c3ccc(OCC)cc3)CC2)cc1	5	-0.3	2	i	-0.6	6	0	0	-0.1	3
2	COc1ccccc1NC(=O)Cc1nnc(SCC(=O)NC2=NCCS2)n1C	4	-2.4	5	i	0.5	-7	1	-5	-0.7	-1
3	CCOc1ccc(C2NC(=O)c3sc(=S)n(-c4ccccc4)c3N2)cc1 (configuration not stated)	2	-0.9	21	i	-0.5	-1	-5	-1	-0.7	3
4	Cc1cc(NS(=O)(=O)c2ccc(NC(=O)c3cc4ccccc4o3)cc2)nc(C)n1	-4	-0.5	0	i	1.6	-4	4	25	0.2	3
5	CCN(CC)CCSc1nc2c([nH]1)c(=S)n(C)c(=O)n2C	-1	-1.4	1	i	1.4	0	-5	-11	-0.2	0
6	CCOC(=O)C1CCN(CC(=O)c2c(C)[nH]c3cc(C)ccc23)CC1	3	0.1	-5	i	0.7	-1	-11	-1	-1.0	2
7	CC(C)C(=O)Nc1nnc(Cc2ccccc2)s1	0	-0.9	-1	i	-1.6	-4	-1	-2	-1.0	-3
8	Cc1c(C(=O)Nc2nnc(C3CC3)s2)oc2c(Cl)cccc12	5	0.6	5	i	0.0	-1	4	10	-0.3	4
9	CC(=O)/C(C#N)=C1\NC(=O)C(Cc2ccccc2C)S1 (configuration not stated)	-4	-1.5	-1	i	1.9	0	-1	7	-0.2	4
10	CCOc1ccc(-n2c(=O)c3ccccc3c3ccccc3c2=O)cc1	4	-0.9	-2	i	1.0	-2	-12	-3	-0.7	-13
11	CCOc1ccc(NC(=O)c2ccncc2)cc1	0	-1.5	4	i	-0.3	-2	-8	2	-0.7	7
12	COC(=O)CN1C(=O)N/C(=C/c2cc3c(cc2OC)OCO3)C1=O	-2	-0.1	3	i	1.7	-3	-9	-15	-0.4	-5

Structures above that contain an aryl thioether with sulfur outside any ring, in the order listed:
item	molecule	CSN inh	LMPTP block	DNMT1 inh	Rpn11 block	MsrA inhibitor	STEP block	Scp1 inh	SUMO1 PPI mod	TbMetRS inhib	NadD block
2	COc1ccccc1NC(=O)Cc1nnc(SCC(=O)NC2=NCCS2)n1C	4	-2.4	5	i	0.5	-7	1	-5	-0.7	-1
5	CCN(CC)CCSc1nc2c([nH]1)c(=S)n(C)c(=O)n2C	-1	-1.4	1	i	1.4	0	-5	-11	-0.2	0

The list continues:
item	molecule	CSN inh	LMPTP block	DNMT1 inh	Rpn11 block	MsrA inhibitor	STEP block	Scp1 inh	SUMO1 PPI mod	TbMetRS inhib	NadD block
13	O=C(NC(=S)Nn1cnc2c(cnn2-c2ccccc2)c1=O)c1ccc(Oc2ccccc2)cc1	4	-1.2	2	i	-1.2	0	-13	0	0.2	42*
14	CCn1c(CN2CCOCC2)nnc1SCC(=O)Nc1ccccc1C	-2	-0.2	2	i	1.7	0	-4	-7	-0.6	-4
15	CCCCC(=O)N(CCOC)c1nnc(-c2cccnc2)s1	-5	-1.2	1	i	-1.6	-2	4	-3	0.1	-4
16	C=CCOc1c2ccc(C(=O)NCc3ccccc3OC)cc2nn1C	3	-0.9	5	i	0.7	-1	-1	-5	-0.5	0
17	COc1ccc(CNC(=O)COC(=O)/C=C/c2cccc(Br)c2)cc1	-8	1.3	4	i	0.3	0	3	1	-0.3	1
18	COc1cc(/C=C/C(=O)c2ccc3c(c2)OCO3)cc(Cl)c1O	18	2.0	-6	.	1.4	-2	-7	-39	0.3	9
19	Cc1c(CC(=O)NCCCC(=O)O)c(=O)oc2cc3oc4c(c3cc12)CCCC4	-2	0.5	-2	i	3.5	1	-12	1	0.3	6
20	O=C(COc1ccc2ccccc2c1)NNC(=O)Nc1ccc(F)cc1F	1	18	8	i	-0.5	6	20	4	-0.1	2
21	COc1ccc(-n2nc([N+](=O)[O-])c(=NCc3cccnc3)n2O)cc1	-1	-2.1	3	i	2.2	-2	-8	-28	0.8	-3
22	C/C=C/C(=O)OCC(=O)Nc1ccc(F)cc1Cl	4	-1.7	3	i	-0.9	-1	5	3	-0.4	2
23	O=C(NC1CCCC1)C(c1ccsc1)N(CCc1ccccc1)C(=O)Cc1cccs1 (configuration not stated)	-2	1.0	5	i	-1.2	0	-4	-1	-0.4	-3
24	CCN(CC(=O)Nc1c(F)cccc1F)C(=O)COc1ccc2c(c1)CCC2	-3	-9.3	-3	i	0.1	-1	-6	-34	-0.4	5

Random excerpt: 4 records from the list, in no set order.
item	molecule	CSN inh	LMPTP block	DNMT1 inh	Rpn11 block	MsrA inhibitor	STEP block	Scp1 inh	SUMO1 PPI mod	TbMetRS inhib	NadD block
14	CCn1c(CN2CCOCC2)nnc1SCC(=O)Nc1ccccc1C	-2	-0.2	2	i	1.7	0	-4	-7	-0.6	-4
22	C/C=C/C(=O)OCC(=O)Nc1ccc(F)cc1Cl	4	-1.7	3	i	-0.9	-1	5	3	-0.4	2
15	CCCCC(=O)N(CCOC)c1nnc(-c2cccnc2)s1	-5	-1.2	1	i	-1.6	-2	4	-3	0.1	-4
13	O=C(NC(=S)Nn1cnc2c(cnn2-c2ccccc2)c1=O)c1ccc(Oc2ccccc2)cc1	4	-1.2	2	i	-1.2	0	-13	0	0.2	42*

Later entries.
item	molecule	CSN inh	LMPTP block	DNMT1 inh	Rpn11 block	MsrA inhibitor	STEP block	Scp1 inh	SUMO1 PPI mod	TbMetRS inhib	NadD block
25	CC(=O)c1ccc(Sc2ccccn2)c([N+](=O)[O-])c1	3	-0.1	0	i	0.5	-3	-5	-6	-0.6	18
26	CSc1nc(=S)n(Cc2ccccc2)c(C)c1C(C)=O	6	0.0	1	i	1.3	1	-8	-1	0.2	-5
27	CCS(=O)(=O)N1CCC(C(=O)NCc2ccccn2)CC1	6	-1.3	4	i	-1.2	2	-6	-2	-0.2	0
28	O=C1OCC/C1=C\c1ccccc1	-14	-3.0	0	i	-0.5	-3	-7	-9	1.3	-4
29	CC(C)(C)C1CCC(=NNC(=O)C(=O)NCc2cccnc2)CC1 (configuration not stated)	-6	-0.7	4	i	-0.2	-6	-7	0	0.5	0
30	Cc1ccc(OC(=O)c2cccc([N+](=O)[O-])c2)c(-n2nc3ccccc3n2)c1	-2	0.2	2	i	0.0	4	-6	-12	-0.5	-9
31	Cc1nnc(N2C(=O)C(=O)/C(=C(/O)c3ccc4c(c3)OCCO4)C2c2ccc(F)cc2)s1 (configuration not stated)	2	0.3	-3	i	0.8	7	-6	-22	-0.8	6
32	COc1cc(C=O)ccc1OCCCOc1ccc([N+](=O)[O-])cc1	-12	-0.8	-14	i	0.8	1	-17	-13	0.6	-4
33	CN(C)C(CNC(=O)c1cccc(S(=O)(=O)N(C)C)c1)c1ccccc1 (configuration not stated)	-5	-1.1	-2	i	-0.7	0	0	-3	0.1	-9
34	Cc1oc(-c2ccccc2)[n+]([O-])c1C	2	-2.2	-1	i	1.8	-1	-2	1	-0.6	2
35	O=C(N/N=C/c1ccc(Br)o1)/C(=C/c1ccc([N+](=O)[O-])cc1)NC(=O)c1ccccc1	1	0.3	-2	i	5.3*	5	4	-17	0.7	14
36	CCC(=O)N1CCN(c2ccccc2NC(=O)Cc2ccc(Cl)cc2)CC1	-2	-0.6	-4	i	-1.0	-4	2	-1	-0.3	0

New compounds follow:
item	molecule	CSN inh	LMPTP block	DNMT1 inh	Rpn11 block	MsrA inhibitor	STEP block	Scp1 inh	SUMO1 PPI mod	TbMetRS inhib	NadD block
37	Fc1ccc(Nc2ccnc(Nc3ccc(F)cc3)n2)cc1	-2	5.1	-6	i	-1.1	2	-3	4	2.1	-9
38	O=C(COC(=O)CCC(=O)c1cccs1)Nc1ccc(Cl)cn1	5	-1.2	-8	i	0.1	0	7	0	-1.7	6
39	CC(C)Cc1n[nH]c(=O)c2c1nnn2Cc1ccccc1F	7	1.5	0	i	-0.1	1	-6	-4	0.4	-5
40	NCCCC[C@H]1CNC(=S)N1CC1CCCCC1	-10	-2.1	2	i	0.6	0	-2	-7	-0.4	-5
41	O=C(CSc1nncc2ccccc12)Nc1cccc(C(=O)O)c1	1	-2.5	0	i	-0.2	1	-6	5	-1.0	-2
42	Cc1cc(=O)n2nc(N3CCC(C(=O)NCCc4ccc(Cl)cc4)CC3)sc2n1	-6	0.0	0	i	0.0	-2	-7	-3	0.8	-1
43	CC1(Cc2ccc(F)cc2)C(=O)Nc2c(Cl)cccc21 (configuration not stated)	2	1.8	-2	i	-1.9	2	.	-9	0.0	-1
44	COC(=O)N(C)C[C@@H]1OCc2cn(nn2)CCCC(=O)N([C@@H](C)CO)C[C@H]1C	-4	-1.5	8	i	-0.1	-4	.	4	-1.0	-1
45	O=C(Nc1ccc(Cl)c(Cl)c1)c1ccccc1	-1	2.3	-8	i	-0.2	-2	-9	4	0.7	-1
46	COC(=O)NC1(C(F)(F)F)C(=O)Nc2c1c(=O)n(C)c(=O)n2C (configuration not stated)	9	-1.6	2	i	0.1	-1	-4	0	-0.8	-6
47	NS(=O)(=O)c1ccc(NC(=O)COC(=O)c2ccc(Cl)cc2[N+](=O)[O-])cc1	-2	-1.0	-1	i	0.0	2	1	-28	-0.3	-8
48	O=C(CN1CCCCCC1)Nc1cccc(Br)c1	1	-2.8	-12	i	0.7	-1	3	-2	0.3	4

Continued:
item	molecule	CSN inh	LMPTP block	DNMT1 inh	Rpn11 block	MsrA inhibitor	STEP block	Scp1 inh	SUMO1 PPI mod	TbMetRS inhib	NadD block
49	O=C(CCNS(=O)(=O)c1c(Cl)cccc1Cl)OCC(=O)c1ccccc1F	-14	-1.0	0	i	0.6	-6	-5	-2	-0.3	-9
50	Cn1cc(C(=O)NC2CCCCCC2)c(=O)c2cc(S(=O)(=O)N3CCCC3)ccc21	5	1.0	-6	i	0.8	1	-7	2	0.0	-4
51	CC1Cc2ccccc2N1S(=O)(=O)c1cnc(Cl)c(Br)c1 (configuration not stated)	1	3.3	11	i	1.3	3	-14	2	0.0	-4
52	CC1CCN(Cc2c(C(=O)N/N=C/c3ccccc3O)nnn2-c2nonc2N)CC1	4	0.8	39	i	1.8	-1	-10	2	0.3	13
53	CCOC(=O)c1c(NC(=O)COC(=O)CCOc2ccc(OCC)cc2)sc(C(=O)N(C)C)c1C	121*	2.2	1	i	.	2	6	5	-0.4	-1
54	COc1ccccc1-c1nnc(NC(=O)CSc2nncn2C)s1	-5	-0.9	0	i	1.6	1	-5	-1	-0.7	2

Screens deposited in PubChem BioAssay by several laboratories.
